Assay outcomes as filed in PubChem BioAssay.
MEKK2 mut-MEK5 = signal of MEK5 binding to mutant human MEKK2 PB1 domain | AID 1530 | percent response, % at 10 µM | 290,000 tested, 0.35% active | bead flow cytometry, Alexa488-MEK5 binding to MEKK2 mutant; in the data active = percent response above about 24%, passing the limit was not always enough; also: inactives centre near 1; some results filed as inactive read as strong as hits; reference of the scale not given here
NALP1 inh = inhibitors of NALP1 inflammasome in yeast; inhibition, % at 10 µM; 280,000 tested, 0.61% active; S. cerevisiae NALP1/ASC/caspase-1 growth, X-gal OD620, 72 h; in the data active = inhibition mostly above about 24%, no sharp cut-off; inactive = mostly below about 32%; also: some compounds called inactive have numbers as strong as hits
pCIP destab = compounds decreasing mouse p/CIP protein stability; F442A p/CIP-EGFP cells, EGFP fluorescence, 16 h; 290,000 tested, 0.01% active; decrease of EGFP signal, % at 10 µM; AID 1984;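 active = EGFP signal decrease of at least 30% at 10 µM or well 3 SD below plate mean, unless failing retest; inactive = the rest, including hits failing retest or dose response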; also: some compounds called inactive have numbers as strong as hits; many of its hits are not listed in these tables
MEKK3 PB1 HTS = MEKK3-MEK5 PB1 interaction, increase or decrease; Q99759; bead-based flow cytometry, Alexa488-MEK5 binding to MEKK3; actives lie on both sides; 0 = blocked by unlabeled MEK5, 100 = vehicle; binding response (% of control), % at 10 µM; 290,000 tested, 1.4% active; AID 1529;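 active = binding response more than 3 SD above or below the average of its plate-row segment, actives on both sides; inconclusive = wells at one plate position flagged as instrument error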;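 also: Alexa488 bead fluorescence after subtracting the streptavidin-only scavenger bead signal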
Target sequence (Q99759 whole entry, looked up): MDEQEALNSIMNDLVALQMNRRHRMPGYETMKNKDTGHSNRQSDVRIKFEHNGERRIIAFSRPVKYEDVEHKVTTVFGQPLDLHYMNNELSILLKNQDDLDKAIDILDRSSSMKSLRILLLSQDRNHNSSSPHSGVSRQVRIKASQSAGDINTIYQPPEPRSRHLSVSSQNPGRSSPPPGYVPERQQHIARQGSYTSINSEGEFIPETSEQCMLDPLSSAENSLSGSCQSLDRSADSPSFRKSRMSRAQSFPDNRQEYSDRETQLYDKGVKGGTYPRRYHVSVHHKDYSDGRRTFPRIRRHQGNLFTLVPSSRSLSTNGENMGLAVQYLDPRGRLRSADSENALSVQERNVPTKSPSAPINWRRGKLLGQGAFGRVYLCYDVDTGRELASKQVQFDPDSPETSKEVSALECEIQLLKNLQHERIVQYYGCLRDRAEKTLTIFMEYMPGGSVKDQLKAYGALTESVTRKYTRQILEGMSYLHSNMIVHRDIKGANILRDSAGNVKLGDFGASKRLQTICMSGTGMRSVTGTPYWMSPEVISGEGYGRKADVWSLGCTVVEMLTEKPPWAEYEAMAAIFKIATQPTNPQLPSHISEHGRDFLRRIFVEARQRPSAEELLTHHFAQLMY
IDE inh = inhibitors of human insulin-degrading enzyme in cells; P14735; HEK cells, FAbetaB cleavage, fluorescence polarization; inhibition, % at 5.59 µM; 320,000 tested, 0.41% active; AID 434962;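 active = percent inhibition above the average of all tested compounds plus 3 SD, set per screening campaign, cut at about 16% in these data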;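 also: IDE supplied by intact live HEK cells; FP after avidin binding of uncleaved biotin substrate so inhibition keeps polarization high; 0% = DMSO wells and 100% = 60 µM reference IDE inhibitor Ii1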
MEKK2 WT-MEK5 = raises or lowers MEK5 binding to wildtype human MEKK2 PB1 domain. Q9Y2U5. bead flow cytometry, Alexa488-MEK5 binding to MEKK2 WT; actives lie on both sides. binding response (% of control), % at 10 µM. 290,000 tested, 1.1% active. AID 1531; in the data active = binding response below about 67% or above about 130%; inconclusive = no clear call, values can overlap the other calls; inactive = in between
UBC9 SUMO inh = SUMOylation inhibition | P63279 | HTRF SUMOylation assay, SAE1/SAE2 + UBC9, in vitro | inhibition, % at 35 µM | 290,000 tested, 0.36% active | AID 2006; in the data active = inhibition above about 50%, passing the limit was not always enough; inconclusive = no clear call, values can overlap the other calls; also: strong numbers were not always called active
Target sequence (P63279 whole entry, looked up): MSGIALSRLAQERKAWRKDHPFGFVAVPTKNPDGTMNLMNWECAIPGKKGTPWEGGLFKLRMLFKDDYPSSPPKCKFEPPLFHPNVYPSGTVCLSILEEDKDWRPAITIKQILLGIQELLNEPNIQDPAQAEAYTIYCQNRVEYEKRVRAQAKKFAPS
M18AAP inhibitor = blocks P. falciparum M18 aspartyl aminopeptidase; recombinant PfM18AAP, H-Glu-NHMec fluorogenic cleavage; inhibition, % at 7.35 µM; 290,000 tested, 1.2% active;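 active = inhibition above the campaign mean inhibition over all tested compounds plus 3 SD, cut at about 28% in these data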;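 also: 0% = plate median of test compound wells and 100% = 2 mM ZnCl2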
IDE act = activators of human insulin-degrading enzyme in cells; activation, % at 5.96 µM; AID 493087; P14735; 340,000 tested, 0.073% active; HEK cells, FAbeta-B cleavage, fluorescence polarization; 0% vehicle, 100% cell-free pure enzyme wells;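 active = activation above the mean of all tested compounds plus 3 SD, set per screening campaign, cut at about 17% in these data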
Numbers without * were called inactive; ? = inconclusive; . = not tested or not shown. Not all compounds are listed; the hit share may differ from the screen's.

compound,MEKK2 mut-MEK5,NALP1 inh,pCIP destab,MEKK3 PB1 HTS,IDE inh,MEKK2 WT-MEK5,UBC9 SUMO inh,M18AAP inhibitor,IDE act
COC(=O)c1nc2n(n1)C(c1ccc([N+](=O)[O-])cc1)C(C(=O)Nc1ccc(Cl)cc1)=C(C)N2 (stereo not given),-1,25,1,139*,0,104,57*,-12,-1
COc1ccccc1N1CCN(C(=O)CSc2ncnc3scc(-c4ccccc4)c23)CC1,0,49,-6,148*,4,104,-58,4,5
CCOC(=O)CSc1nc2sc3c(c2c(=O)[nH]1)CC(C)(CC)OC3 (stereo not given),2,-26,-2,105,1,99,2,-15,3
Cc1ccc(SCC(=O)N/N=C/c2ccco2)cc1,9,-5,-4,106,1,111,10,3,3
Cc1ccc(C(=O)c2cc([N+](=O)[O-])ccc2N2CCOCC2)cc1C,1,23,-16,144*,0,111,13,-9,3
O=C(CC(O)(c1ccccc1)C(F)(F)F)c1cccs1 (stereo not given),-2,16,0,97,-6,101,-9,6,7
COCCNC(=O)C(C)OC(=O)C1=Cc2ccccc2OC1 (stereo not given),-5,6,-3,99,-1,98,13,0,5
O=C(COc1ccc([N+](=O)[O-])cc1)N1CCN(c2nnc(-c3ccccc3)c3ccccc23)CC1,-2,.,-32,99,3,98,21,-21,7
COc1cc(NS(=O)(=O)c2ccc(NC(=O)COc3ccccc3Cl)cc2)nc(OC)n1,1,26,10,108,-1,98,-2,-14,.
Cc1cc(NS(=O)(=O)c2ccc(NC(=O)c3c(F)c(F)c(F)c(F)c3F)cc2)nc(C)n1,8,7,9,103,5,109,1,-3,5
Cc1ccc(-c2cc(-c3ccc(C)cc3O)[nH]n2)cc1,5,-32,-8,106,2,108,-10,-3,-6
CCCN1C(=O)c2ccc(C(=O)NC3CCCCC3)cc2C1=O,2,.,1,102,2,98,-2,-7,4
COc1cc(NC(=O)C/C(C)=N/NC(=O)Cc2ccc(Cl)cc2)c(OC)cc1Cl,34,28,-6,107,-3,117,-6,4,-1
COc1ccc(C)cc1NS(=O)(=O)c1ccc2c(c1)NC(=O)C(C)S2 (stereo not given),-5,15,-29,92,3,92,13,3,2
CNC(=O)Nc1ccc2nc(C)sc2c1,-2,19,7,99,0,95,41,-1,0
COc1ccc(N2CC(C(=O)Nc3ccccc3C(=O)NCc3ccco3)CC2=O)cc1 (stereo not given),1,-13,1,98,-2,102,4,2,7
Cn1c(=O)[nH]c(=O)c2c1nc(Br)n2CCSc1ncccn1,5,-8,-9,91,-1,93,22,-20,1
N#C/C(=N\Nc1cccc(F)c1)C(=O)C1CC1,-7,8,-5,95,-7,94,13,5,2
CC(C)(C)OC(=O)NCCc1nnc(SCc2c(Cl)cccc2Cl)o1,1,12,2,106,5,105,-3,-8,0
CCN(CC)CC(=O)N1c2ccccc2Sc2ccc(Cl)cc21,5,15,-12,111,3,100,6,-3,7

Further results:
compound,MEKK2 mut-MEK5,NALP1 inh,pCIP destab,MEKK3 PB1 HTS,IDE inh,MEKK2 WT-MEK5,UBC9 SUMO inh,M18AAP inhibitor,IDE act
CC1=CS/C(=C(/C#N)C(=O)N2CCCCC2)N1c1ccccc1,2,4,5,104,5,102,8,1,1
C=CCOc1nc(-c2ccccc2Cl)nc2ccccc12,-19,.,-1,91,8,96,-21,-1,-1
COc1ccc(CN2CN(S(=O)(=O)c3cccs3)c3nc4ccccc4nc32)cc1,-7,-6,-21,95,3,97,-8,5,4
COc1ccc(-c2nc(-c3cccs3)no2)cc1,-4,.,-6,95,-4,95,32,2,7
O=C(C1=C(O)/C(=C/c2ccc(O)cc2)CCC1)C(F)(F)F,2,-4,-9,105,5,98,-11,7,-1
COc1ccc(C(=O)Nc2cc(C)on2)c(OC)c1,-1,0,-17,101,-1,105,6,-1,2
CSc1ccccc1NC(=O)c1cc(C2CC2)on1,7,29,3,104,5,110,-9,2,-2
Clc1nc(Nc2ccc(N3CCOCC3)cc2)c2ccccc2n1,-10,-9,-1,98,-1,89,-15,1,-1
CCOc1ccc(C(C(=O)NC2CCCCC2)N(C(=O)c2ccccn2)c2cccnc2)cc1 (stereo not given),-6,-4,6,95,-2,93,-10,3,-2
COc1cc(C(=O)OC(C)CN2CCCC2)cc(OC)c1OC (stereo not given),5,-1,-5,104,4,107,4,-2,2
CNC(=O)c1c(C)noc1C,-11,4,5,96,2,86,9,1,0
COC(=O)c1cccc(NC(=O)c2ccc(S(=O)(=O)N3CCN(C)CC3)cc2)c1,-3,-1,-13,96,-1,98,-1,3,3
Oc1ccc(C2C[C@H]3CC[C@@H]2C3)cc1O (stereo not given in full),3,27,-2,106,-1,105,-15,83*,-11
Cc1ccc(N(CC(O)Cn2c3ccccc3c3ccccc32)S(C)(=O)=O)cc1 (stereo not given),-2,-4,1,102,-1,98,-1,11,4
Cn1nc(C(C)(C)C)cc1NC(=O)Nc1ccc(Cl)cc1,-16,7,0,71,2,75,5,-12,.
O=C(CCC(=O)N1CCN(c2ccc(F)cc2)CC1)c1ccc(Cl)cc1,-2,0,-11,101,7,99,7,0,-5
O=C(OCCCCN1C(=O)c2ccccc2C1=O)c1n[nH]c2ccccc12,-6,27,-1,98,0,90,-11,1,3
CCOc1cc(S(=O)(=O)N2CCC(C(N)=O)CC2)ccc1F,4,11,-2,104,4,102,5,11,-1
CCOC(=O)C(NC(=O)c1cccnc1)(Nc1cccc(C)n1)C(F)(F)F (stereo not given),11,7,-2,108,2,116,10,-1,3
COc1c(Br)cc(Br)cc1/C=N/n1c(C)nnc1C,4,15,-8,111,-4,111,2,1,0

M18AAP inhibitor, what is marked active above.
compound,MEKK2 mut-MEK5,NALP1 inh,pCIP destab,MEKK3 PB1 HTS,IDE inh,MEKK2 WT-MEK5,UBC9 SUMO inh,M18AAP inhibitor,IDE act
Oc1ccc(C2C[C@H]3CC[C@@H]2C3)cc1O (stereo not given in full),3,27,-2,106,-1,105,-15,83*,-11

The listing continues:
compound,MEKK2 mut-MEK5,NALP1 inh,pCIP destab,MEKK3 PB1 HTS,IDE inh,MEKK2 WT-MEK5,UBC9 SUMO inh,M18AAP inhibitor,IDE act
COC(=O)Nc1nnc(-c2ccco2)s1,-2,.,5,105,5,108,15,0,.
O=C(Nc1ncccn1)c1cccc(F)c1,11,18,8,106,1,110,12,1,8
CCN(CC)C(=O)Cn1cc(S(=O)(=O)Cc2cccc([N+](=O)[O-])c2)c2ccccc21,2,10,3,102,0,103,3,1,4
CN(C)S(=O)(=O)c1ccc(Cl)c(-c2nnc3n2CCCCC3)c1,-21,5,-2,?,0,?,17,-10,1
COc1ccc(CCNC(=O)C2CCCN(c3ncccn3)C2)cc1 (stereo not given),7,4,1,103,7,106,-3,-4,3
COc1ccc(F)c(CN2CCC(n3nccc3NC(=O)C3CCOC3)CC2)c1 (stereo not given),8,-5,-17,99,6,103,-4,-2,-1
O=C(c1cccc(Cl)c1)N1CCC(N2CCC(C(=O)N3CCCC3)CC2)CC1,0,16,-3,97,5,100,20,2,-1
CCOc1ccc(C=NC23CN4CN(CN(C4)C2)C3)cc1,0,20,7,98,2,103,19,8,3
Cc1onc(-c2ccccc2Cl)c1C(=O)NCCn1ccc2ccccc21,1,-2,-6,98,-3,98,-5,0,-3
Cc1ccc(NC2CCCN(C(=O)c3ccccn3)C2)cc1C (stereo not given),3,13,1,99,0,101,4,9,6
O=C(NCc1ccncc1)c1ccc(Cl)c(S(=O)(=O)N2CCCCC2)c1,-1,2,-5,99,6,99,8,-11,-1
O=C(CCc1ccccc1)NNC(=O)COc1ccc(Cl)cc1,-3,-1,-6,98,.,98,3,18,0
Cc1ccc(/C(O)=C2\C(=O)C(=O)N(C)C2c2ccc(Br)cc2)cc1 (stereo not given),9,-3,6,102,1,106,-16,4,7
CCCCCCOc1ccc(/C(C)=N/NC2=NCCN2)cc1[N+](=O)[O-],46,2,-11,109,1,203*,8,2,0
Cn1c(CNC(=O)CCNC(=O)c2cccc(Br)c2)cc(=O)n(C)c1=O,1,-2,-13,101,6,105,-14,3,0
CCCc1[nH]c(=O)c(C#N)c2c1CCCC2,4,14,-1,104,4,106,15,-14,-3
CCCCn1c(CN2CCOCC2)nc2c1c(=O)n(C)c(=O)n2C,10,.,-3,113,3,116,-6,4,-2
O=C(O)Cc1ccc(O)c(F)c1,2,8,1,108,3,106,12,8,-3
COc1ccc(/C=C2/Sc3ccc(C(=O)N4CCc5ccccc5C4)cc3NC2=O)cc1,0,20,-5,104,1,100,19,-3,6
Cc1c(C(C)O)nnn1-c1nonc1N (stereo not given),6,-2,0,108,-4,109,0,-4,5

The list goes on.
compound,MEKK2 mut-MEK5,NALP1 inh,pCIP destab,MEKK3 PB1 HTS,IDE inh,MEKK2 WT-MEK5,UBC9 SUMO inh,M18AAP inhibitor,IDE act
Cc1c(C(=O)Nc2ccccc2-c2ccccc2)cccc1[N+](=O)[O-],5,19,-6,105,-1,105,1,5,-6
O=C(O)c1ccc(/C=N/Nc2ncc(Cl)cc2Cl)cc1,3,18,-12,105,-2,105,11,-5,4
O=C(CCC(=O)c1cccs1)NCc1cccnc1,3,-1,3,103,5,101,9,-12,-1
Cc1cccc(C)c1NC(=O)COC(=O)CCC(=O)c1cccs1,-2,18,13,98,2,101,7,-4,-2
O=C(NNC(=S)Nc1ccccc1)c1cccc(Br)c1,4,-4,-7,106,0,100,-7,-1,1
CCOC(=O)CSCc1nc(-c2ccc(Cl)cc2)oc1C,-4,32,1,104,3,100,-1,1,-2
NC(=O)CSc1nc2c(sc3ccccc32)c(=O)n1CCCC(=O)NCC1CCCO1 (stereo not given),4,2,-12,106,-2,101,11,7,4
O=C(COC(=O)/C=C/c1ccc(F)cc1)Nc1cc(C(F)(F)F)ccc1N1CCOCC1,-2,31,-11,96,3,92,-30,-9,-1
COc1ccccc1CNC(=O)CN(c1ccc(C)cc1)S(=O)(=O)c1c(C)noc1C,1,1,3,104,2,104,13,4,3
CC1(C)C[C@@H]2C[C@@](C)(CN2C(=O)c2cc(COc3cccc(C(F)(F)F)c3)on2)C1,2,8,11,98,4,109,-25,1,6
O=C(Nc1ccc(F)cc1F)c1cccnc1,9,19,-4,101,-1,106,-15,-3,-8
COc1ccccc1-c1c(C)oc2c(CN3CCCC(C)C3)c(O)ccc2c1=O (stereo not given),1,9,3,101,.,104,35,-3,-2
CC(C)c1cccc(C(C)C)c1NC(=O)COC(=O)c1ccc2c(c1)S(=O)(=O)c1ccccc1C2=O,3,34,2,104,0,103,6,-7,1
COc1ccnc(N=CNOCc2ccc(F)cc2Cl)c1C#N,2,12,5,100,5,101,0,0,1
CSCCC1NC2(C(=O)Nc3ccc(Cl)cc32)[C@@H]2C(=O)N(C3CCCC3)C(=O)[C@H]12 (stereo not given in full),4,-11,-1,87,-2,99,2,1,.
CCOc1ccc(-n2c(SCC(=O)NC3CCS(=O)(=O)C3)nnc2-c2cccnc2)cc1 (stereo not given),1,2,17,96,3,98,1,11,-3
Cc1cc(-c2nc(C)c(-c3nnc(SCC(=O)Nc4ccccc4)n3C)s2)no1,3,9,-5,101,7,105,24,-2,3
CC(=Nc1ccc(C)cc1C)c1sc2ccccc2c1O,-4,13,-49,96,6,95,-8,-11,-10
O=C(c1cc([N+](=O)[O-])ccc1Cl)N1CCN(Cc2ccc3c(c2)OCO3)CC1,-3,12,-6,102,2,97,-5,-21,3
CCN(CC)C(=O)CCCC(=O)N(CC)CC,-3,-3,7,101,4,95,4,2,-1
